USP2a inh: qHTS Assay for Inhibitors of Ubiquitin-specific Protease USP2a Using CHOP2 as the Reporter; Ubiquitin carboxyl-terminal hydrolase 2 (Homo sapiens), O75604; Potency, µM (titrated, usually from 38.3 µM), for inactives: top-dose activity change, negative = inhibition, most hits filed as inhibitors; 330,000 compounds, 0.01% hits; USP2 core, Ub-CHOP2 coupled fluorogenic reporter, 485/531;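 also: potency is read from the fitted curve at half-maximal effect; plate controls were DMSO wells for no effect and full inhibition by NEM control for full effect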
Target sequence (O75604 whole entry, looked up): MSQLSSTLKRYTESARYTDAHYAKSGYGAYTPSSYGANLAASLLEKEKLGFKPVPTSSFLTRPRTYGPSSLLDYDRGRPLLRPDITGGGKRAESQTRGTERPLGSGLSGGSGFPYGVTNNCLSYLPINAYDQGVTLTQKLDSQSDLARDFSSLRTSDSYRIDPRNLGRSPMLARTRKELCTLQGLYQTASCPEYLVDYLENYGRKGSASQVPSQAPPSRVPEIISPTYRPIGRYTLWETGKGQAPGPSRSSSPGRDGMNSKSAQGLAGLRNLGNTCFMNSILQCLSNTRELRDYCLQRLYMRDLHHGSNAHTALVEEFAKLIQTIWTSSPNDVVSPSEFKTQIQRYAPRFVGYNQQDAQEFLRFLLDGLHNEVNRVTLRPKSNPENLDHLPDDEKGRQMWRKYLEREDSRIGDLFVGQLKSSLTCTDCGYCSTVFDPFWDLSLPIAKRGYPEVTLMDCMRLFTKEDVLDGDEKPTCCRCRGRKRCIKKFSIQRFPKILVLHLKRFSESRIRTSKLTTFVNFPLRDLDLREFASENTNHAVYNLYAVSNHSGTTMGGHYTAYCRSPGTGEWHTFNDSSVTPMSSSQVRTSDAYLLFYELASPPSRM
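Deubiquitinase activity read as fluorescence (485/531 nm) after Ub-CHOP2 cleavage activates the enterokinase reporter on its substrate; USP2 core 10nM, Ub-CHOP2 and substrate 25nM each, 30min compound preincubation then 60min RT; data normalized to NEM, curves fitted.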
Eya2 inh: qHTS Assay for Inhibitors of the Phosphatase Activity of Eya2 | 330,000 compounds, 0.006% hits | Potency, µM (series often up to 76.9 µM), inactives show at the highest dose activity, negative = inhibition, most hits filed as inhibitors | Protein phosphatase EYA2 (Homo sapiens), O00167 | recombinant Eya2, OMFP fluorescence dephosphorylation (OMFP is methylfluorescein phosphate); also: potency is read from the fitted curve at half-maximal effect; % is scaled to controls: 0 for no effect and ±100 for the full control effect
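Eya2 (0.2 uM) preincubated 10 min at ambient with compound, then OMFP substrate added at 50 uM; 10 min reaction in 50 mM HEPES pH 7.5, 50 mM NaCl, 5 uM MgCl2, 0.05% BSA, 1 mM DTT. Fluorescence read at Ex 485/Em 525 nm.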
ELG1 genotoxic: qHTS screen for small molecules that induce genotoxicity in human embryonic kidney (HEK293T) cells expressing luciferase-tagged ELG1 | HEK293T ELG1-luciferase reporter, luminescence, 16 h | 330,000 compounds, 1.3% hits | Potency, µM (highest dose often 46 µM), for inactives: top-dose activity change, positive = activation, hits mostly activators; also: potency is read from the fitted curve at half-maximal effect; % of control where 0% means no effect; nearly all actives have a fitted effect of over 60% in size
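Genotoxic stress is detected as increased luminescence from luciferase-tagged ELG1 in HEK293T cells, measured with ONE-Glo after a 16 hr treatment at 37 °C.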
BRCA1 expr act: qHTS Assay to Identify Small Molecule Activators of BRCA1 Expression. MCF7-BRCA1-FFLuc reporter, luminescence, 48 h; response scale: scaled: vehicle 0%, 10 µM genistein 100%. Potency, µM (doses to about 46.1 µM), for inactives: top-dose activation, actives largely listed as activators. 380,000 compounds, 1.1% hits. AID 624202, 2012; also: potency is read from the fitted curve at half-maximal effect; nearly all actives have a fitted effect of over 80% in size; some results filed as inactive show a strong effect at the top dose
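Using MCF7 cells harboring a BRCA1 firefly luciferase reporter, plated 2 h before compound pinning, the screen measured luminescence after 48 h incubation. Responses were normalized to DMSO and 10 microM genistein, then fitted for concentration-effect.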
S-ASM inh: Inhibitors of Secretory Acid Sphingomyelinase (S-ASM): qHTS; Potency, µM (doses to about 57.5 µM), for the others: at the highest dose activity change, negative = inhibition, hits mostly inhibitors; placental ASM, HMU-PC fluorogenic substrate, 60 min; Sphingomyelin phosphodiesterase (Homo sapiens), P17405; 340,000 compounds, 0.006% hits; also: potency is read from the fitted curve at half-maximal effect
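Human placenta-derived ASM preincubated with compound 10 min at room temperature, then reacted with 9 uM (final) fluorogenic HMU-PC substrate for 60 min at 37 C. Stop solution raises pH to 10; fluorescence read at Ex 386/Em 447 nm.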
p53 reactivator: qHTS assay for re-activators of p53 using a Luc reporter | Potency, µM (series often up to 92.2 µM), inactives show at the top dose activity change, positive = activation, actives largely listed as activators | H1299 p53-A138V BP100-luciferase reporter, luminescence, 24 h | AID 504706, 2011 | 320,000 compounds, 0.063% hits; also: potency is read from the fitted curve at half-maximal effect; % of control where 0% means no effect; nearly all actives have a fitted effect of over 45% in size
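p53-null H1299 cells stably carrying temperature-sensitive p53-A138V and a BP100-luciferase reporter were pinned with compounds (4-point, 1:5 series) and held 24 hrs at 37 deg C. Luminescence was read 10 min after detection reagent.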
a7 integrin act: qHTS for Activators of Integrin-Mediated Alleviation for Muscular Dystrophy; alpha7betagal myoblasts, beta-gal FDG fluorescence, 48 h; Potency, µM (doses to about 38.3 µM), for the others: at the highest dose activation, actives largely listed as activators; 350,000 compounds, 0.064% hits; AID 624291, 2012;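 also: potency is read from the fitted curve at half-maximal effect; 100% = response of the positive control SU9516; nearly all actives have a fitted effect of over 60% in size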
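alpha7betagal+/- myoblasts (passage 13, 250/well) treated 48 h at 37C with compounds at 1:260 dilution of DMSO stock. Lysed, then beta-galactosidase activity read as FDG fluorescence (ex 480/em 540) after 30 min, with pre-read for autofluorescence.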
B2AR arrestin: qHTS assay of beta-arrestin-biased ligands of beta2-adrenergic receptor; Beta-2 adrenergic receptor (Homo sapiens), P07550; beta-arrestin recruitment to beta2AR, cell-based reporter; Potency, µM (titrated, usually from 46.1 µM), without a hit: at the top dose activation, usual class: activators; 330,000 compounds, 0.02% hits;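 also: potency is read from the fitted curve at half-maximal effect; 0% = DMSO controls and full agonism = EC100 isoproterenol or metaproterenol; nearly all actives have a fitted effect of over 65% in size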
Target sequence (P07550 whole entry, looked up): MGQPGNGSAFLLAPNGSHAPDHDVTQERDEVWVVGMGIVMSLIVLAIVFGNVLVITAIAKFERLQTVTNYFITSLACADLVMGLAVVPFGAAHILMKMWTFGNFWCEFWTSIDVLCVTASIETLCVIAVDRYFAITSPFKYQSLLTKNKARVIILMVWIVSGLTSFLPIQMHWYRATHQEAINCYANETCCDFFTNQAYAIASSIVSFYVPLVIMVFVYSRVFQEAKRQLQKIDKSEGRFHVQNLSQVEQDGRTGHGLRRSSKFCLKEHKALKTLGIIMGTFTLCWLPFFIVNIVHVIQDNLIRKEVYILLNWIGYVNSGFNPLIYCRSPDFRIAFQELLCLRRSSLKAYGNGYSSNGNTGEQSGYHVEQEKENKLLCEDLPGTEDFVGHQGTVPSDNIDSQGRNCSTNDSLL
TSG101-PTAP inh: qHTS Assay for Iinhibitors of HIV-1 Budding by Blocking the Interaction of PTAP/TSG101; 340,000 tested, under 10 active; Potency, µM (top dose mostly 115 µM), inactives show at the top dose activity change, negative = inhibition, actives largely listed as inhibitors; Fluorescence polarization, FITC-PTAP peptide / Tsg101 binding; Tumor susceptibility gene 101 protein (Homo sapiens), Q99816; active = well fitted inhibition curve with a large enough effect in the main read-out, with a control signal flat, not every such curve was filed as active; inconclusive = small, poorly fitted or top-dose-only effect, or effect the other way, or a change in a side signal; inactive = no such curve, though single readings can be large or run the other way; also: potency is read from the fitted curve at half-maximal effect; % of control where 0% means no effect
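Steps: Tsg101 binding domain dispensed (10 uM final), compounds pinned in DMSO, FITC-labeled PTAP-motif peptide added (50 nM final); after 20 min binding at room temperature, polarization measured.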
TRPV1 ag: HTS Assay for Compounds that Act as Agonists of the Vanilloid Receptor 1; TRPV1-expressing cells, Fluo-8 calcium influx, agonist mode; activation, % at 8.33 µM; 320,000 compounds, 0.19% hits; in the data active = activation above about 80%; inconclusive = between about 30% and that limit; also: 0% is about no effect
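Fluo-8 calcium influx in TRPV1-expressing cells, kinetic read (ex 480/em 520 nm). Compound added and read 3 min for agonist activity, followed by capsaicin at EC20 final and 2 min further read for enhancement.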
uPA generation: qHTS for Inhibitors of Cell Surface uPA Generation; cell surface uPA generation assay, qHTS; Potency, µM (doses to about 38.3 µM), inactives show at the top dose activity change, negative = inhibition, most hits filed as inhibitors; 330,000 compounds, 0.31% hits; active = well fitted inhibition curve with a large enough effect; inconclusive = small, poorly fitted or top-dose-only effect; inactive = no such curve, though single readings can be large or run the other way; tested in mouse RAW 264.7 cells; also: potency is read from the fitted curve at half-maximal effect; % is scaled to controls: 0 for no effect and ±100 for the full control effect; nearly all actives have a fitted effect of over 55% in size
Numbers without * were called inactive. Unless noted, calls follow the shape of the dose curve; as a rule, active = well fitted curve in the direction sought with a large enough effect; inconclusive = small, poorly fitted or top-dose-only effect, or another doubt; inactive = no such curve, though single readings can be large; an effect the other way counts as inactive or inconclusive. An unsorted share of the library; 2.6% or so of the library scored in one or more.

How did CC(C)Cn1c(N)c(C(=O)COC(=O)COc2cccc(C(F)(F)F)c2)c(=O)n(C)c1=O do in these assays?
USP2a inh: -1.0%; Eya2 inh: -8.8%; ELG1 genotoxic: 0.3%; BRCA1 expr act: -9.3%; S-ASM inh: -11.3%; p53 reactivator: 14.1%; a7 integrin act: 0.3%; B2AR arrestin: 0.3%; TSG101-PTAP inh: -9.5%; TRPV1 ag: -8.4; uPA generation: 8.1%

What do the screens show for `CCCCN(C(=O)CCC(=O)Nc1cc(C)on1)C(C(=O)NC1CCCC1)c1ccc(F)cc1` (configuration not stated)?
USP2a inh: -0.3%; Eya2 inh: 2.2%; ELG1 genotoxic: -3.2%; BRCA1 expr act: -36.8%; S-ASM inh: -2.7%; p53 reactivator: -2.2%; a7 integrin act: 20.8%; B2AR arrestin: -0.2%; TSG101-PTAP inh: -7.3%; TRPV1 ag: 7.7; uPA generation: 2.0%

Results for CN(C)S(=O)(=O)c1cc(NC(=O)COC(=O)/C=C/c2ccco2)ccc1Cl ?
USP2a inh: 0.0%; Eya2 inh: 1.6%; ELG1 genotoxic: 4.0%; BRCA1 expr act: -13.5%; S-ASM inh: -16.0%; p53 reactivator: -0.8%; a7 integrin act: -22.0%; B2AR arrestin: 0.2%; TSG101-PTAP inh: -0.9%; TRPV1 ag: -1.1; uPA generation: inconclusive

What do the screens show for `CCOc1ccc(NC(=O)CSc2ccc3nnc(-c4ccccn4)n3n2)cc1`?
USP2a inh: 1.4%; Eya2 inh: -2.0%; ELG1 genotoxic: 3.3%; BRCA1 expr act: 3.2%; S-ASM inh: 2.7%; p53 reactivator: -4.0%; a7 integrin act: -3.4%; B2AR arrestin: -0.3%; TSG101-PTAP inh: 0.4%; TRPV1 ag: -6.6; uPA generation: 2.0%

How did Cc1nn(C)c(C(=O)N/N=C/c2cccc3ccccc23)c1Cl do in these assays?
USP2a inh: 2.0%; Eya2 inh: -1.9%; ELG1 genotoxic: 8.9%; BRCA1 expr act: -23.5%; S-ASM inh: 0.5%; p53 reactivator: 12.0%; a7 integrin act: 1.4%; B2AR arrestin: -0.3%; TSG101-PTAP inh: -0.7%; TRPV1 ag: 29.7; uPA generation: -1.4%

Results for CC(C)(C)N1CCC1CN (configuration not stated) ?
USP2a inh: 0.5%; Eya2 inh: 11.6%; ELG1 genotoxic: -0.2%; BRCA1 expr act: -2.1%; S-ASM inh: 4.7%; p53 reactivator: 3.0%; a7 integrin act: inconclusive; B2AR arrestin: 0.3%; TSG101-PTAP inh: -3.2%; TRPV1 ag: -2.9; uPA generation: 2.7%

Results for CSCCC(NS(=O)(=O)c1ccc2c(c1)oc(=O)n2C)C(=O)NC1CCC(C)CC1 (configuration not stated) ?
USP2a inh: -0.2%; Eya2 inh: 6.6%; ELG1 genotoxic: -0.2%; BRCA1 expr act: 2.9%; S-ASM inh: 3.5%; p53 reactivator: -1.4%; a7 integrin act: -11.6%; B2AR arrestin: -0.1%; TSG101-PTAP inh: 0.8%; TRPV1 ag: -2.9; uPA generation: -12.3%

Results for CC(=O)N/C(=C\c1ccc(F)cc1)C(=O)N(C)C ?
USP2a inh: -0.1%; Eya2 inh: -1.0%; ELG1 genotoxic: -0.7%; BRCA1 expr act: 0.2%; S-ASM inh: 0.0%; p53 reactivator: -0.9%; a7 integrin act: 7.8%; B2AR arrestin: -0.1%; TSG101-PTAP inh: 1.0%; TRPV1 ag: -2.8; uPA generation: -0.5%

Results for CCOc1cc(-c2cc(N)n[nH]2)cc(OCC)c1OCC ?
USP2a inh: -6.1%; Eya2 inh: -14.3%; ELG1 genotoxic: 5.9%; BRCA1 expr act: -1.8%; S-ASM inh: 0.6%; p53 reactivator: 9.1%; a7 integrin act: 1.6%; B2AR arrestin: 0.2%; TSG101-PTAP inh: -0.2%; TRPV1 ag: -0.3; uPA generation: 3.1%

What do the screens show for `C=CCn1c(SC(C)C(N)=O)nc2sc(CC)cc2c1=O` (configuration not stated)?
USP2a inh: 0.5%; Eya2 inh: 2.7%; ELG1 genotoxic: 2.4%; BRCA1 expr act: -25.5%; S-ASM inh: -1.3%; p53 reactivator: -0.5%; a7 integrin act: -1.5%; B2AR arrestin: 0.1%; TSG101-PTAP inh: -3.6%; TRPV1 ag: 11.3; uPA generation: -1.5%

What do the screens show for `CCOCCCNC(=O)C(NC(=O)c1cnccn1)c1ccc(C)cc1` (configuration not stated)?
USP2a inh: -0.3%; Eya2 inh: -0.4%; ELG1 genotoxic: -0.1%; BRCA1 expr act: 5.7%; S-ASM inh: -2.2%; p53 reactivator: -0.4%; a7 integrin act: -3.9%; B2AR arrestin: -0.1%; TSG101-PTAP inh: -4.0%; TRPV1 ag: 0.8; uPA generation: 1.5%

Results for Cc1ccc(CN2CCN(C(=O)CCC(=O)Nc3nnc(C(C)C)s3)CC2)c(C)c1 ?
USP2a inh: 0.8%; Eya2 inh: -17.1%; ELG1 genotoxic: -0.3%; BRCA1 expr act: -3.4%; S-ASM inh: 4.7%; p53 reactivator: 13.7%; a7 integrin act: -20.8%; B2AR arrestin: 0.1%; TSG101-PTAP inh: -5.8%; TRPV1 ag: 2.3; uPA generation: -0.2%

What do the screens show for `S=C(NCc1cccnc1)Nc1cc(Cl)cc(Cl)c1`?
USP2a inh: 1.9%; Eya2 inh: -9.0%; ELG1 genotoxic: -7.2%; BRCA1 expr act: -30.0%; S-ASM inh: -0.1%; p53 reactivator: -5.6%; a7 integrin act: inconclusive; B2AR arrestin: 0.1%; TSG101-PTAP inh: -7.4%; TRPV1 ag: inconclusive; uPA generation: -24.9%

What do the screens show for `Cc1ccc(SCCNC(=O)CN2C(=O)c3ccccc3S2(=O)=O)cc1`?
USP2a inh: 2.5%; Eya2 inh: 6.7%; ELG1 genotoxic: 11.7%; BRCA1 expr act: -24.3%; S-ASM inh: -1.7%; p53 reactivator: 0.6%; a7 integrin act: 5.4%; B2AR arrestin: 0.3%; TSG101-PTAP inh: -5.6%; TRPV1 ag: 5.5; uPA generation: 2.2%

What do the screens show for `CCCn1c2ccccc2c2cnn(CC(=O)O)c(=O)c21`?
USP2a inh: 5.2%; Eya2 inh: 0.9%; ELG1 genotoxic: -3.0%; BRCA1 expr act: -4.8%; S-ASM inh: 5.0%; p53 reactivator: 16.2%; a7 integrin act: -5.0%; B2AR arrestin: -0.8%; TSG101-PTAP inh: -5.2%; TRPV1 ag: -3.7; uPA generation: 12.8%

What do the screens show for `COc1cc(C2CC(=O)Nc3ccccc3S2)cc(OC)c1OC` (configuration not stated)?
USP2a inh: -9.5%; Eya2 inh: -17.5%; ELG1 genotoxic: -25.9%; BRCA1 expr act: -25.9%; S-ASM inh: 0.0%; p53 reactivator: -17.3%; a7 integrin act: 13.8%; B2AR arrestin: 0.0%; TSG101-PTAP inh: -7.3%; uPA generation: -0.4%

Results for CO/N=C\Cc1oc(=O)c(NC(=O)c2ccccc2)cc1C(=O)OC ?
USP2a inh: 1.0%; Eya2 inh: 14.1%; ELG1 genotoxic: 0.0%; BRCA1 expr act: -19.9%; S-ASM inh: 3.9%; p53 reactivator: 3.4%; a7 integrin act: -7.2%; B2AR arrestin: 0.0%; TSG101-PTAP inh: -0.5%; TRPV1 ag: -7.6; uPA generation: 2.0%

How did Cc1c(C(=O)N2CCCC(C)C2)sc2ncnc(N3CCCCC3C)c12 (configuration not stated) do in these assays?
USP2a inh: 0.9%; Eya2 inh: -5.8%; ELG1 genotoxic: -9.3%; BRCA1 expr act: -15.4%; S-ASM inh: -1.2%; p53 reactivator: -1.4%; a7 integrin act: -44.7%; B2AR arrestin: -0.1%; TSG101-PTAP inh: 4.4%; TRPV1 ag: inconclusive; uPA generation: 5.1%

Compound activity (PubChem)
